Large T inhibition = SV40 large T antigen inhibitors, biochemical (AID 1903); SV40 large T antigen ATPase/helicase inhibition assay; higher % means a stronger effect; inhibition, % at 20 µM; hits with a dose series show IC50 in µM; 310,000 compounds, 0.39% hits; in the data active = a potency from the dose series; note: strong numbers were not always called active
CSM14.1 death rescue = rescue of cells from ER stress-induced death, primary screen, 384-well, CSM14.1, thapsigargin, ATP luminescence (AID 1222). CSM14.1 thapsigargin-induced death rescue, ATP luminescence; higher % means a stronger effect. cellular ATP content (survival), % at 20 µM, or EC50 in µM where a hit was titrated. 190,000 tested, under 10 active;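 active = EC50 below 50 µM in the dose-response confirmation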;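 note: death triggered by thapsigargin at about 15 µM added after 2 h compound pretreatment; cell ATP read after overnight thapsigargin exposure of roughly 18 to 22 hours; normalized against plate controls of thapsigargin alone and 5% DMSO vehicle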
PhoP inhibition = inhibitors of PhoP regulon expression, primary screen, Salmonella Typhimurium, GFP reporter (AID 1863) | S. Typhimurium PhoP-regulated promoter GFP reporter, 4 h; higher % means a stronger effect | inhibition, % at 50 µM; hits with a dose series show IC50 in µM | 300,000 compounds, 0.16% hits;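 active = inhibition over 29.93%, a cutoff 3 SD above the screen mean, later confirmed by dose response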;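 note: 0% = low Mg2+ inducing control and 100% = high Mg2+ repressing control; strong numbers were not always called active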
Insulin prom up = insulin promoter activators in MIN6 cells, imaging, high-content screening, mouse beta cells. MIN6 insulin promoter-GFP reporter; stronger effect = higher value. z-score at 5 µM. 190,000 compounds, 0.3% hits;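 active = z-score above 3 at 5 µM with at least 500 cells counted in the well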
human PMI inhibition = inhibitors of human PMI, primary screen, biochemical, fluorescence intensity, coupled assay (AID 1209). purified PMI enzyme, coupled fluorescence intensity; higher % means a stronger effect. inhibition, % at 20 µM; hits with a dose series show IC50 in µM. 190,000 compounds, 0.42% hits;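 note: plate controls were DMSO vehicle for no effect and wells lacking substrate for full effect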
TNAP activation fold = human TNAP enzyme activators, primary screen, biochemical, luminescent, no phosphate acceptor, uHTS (AID 1001) | purified TNAP, luminescent activation assay, no phosphate acceptor; higher activation fold means a stronger effect | one-dose activation fold at 20 µM; EC50 in µM for titrated hits | 200,000 compounds, 0.03% hits; in the data active = activation fold from about 3, or a potency from the dose series; inactive = the rest, 99 in 100 with activation fold below about 1.6; note: many of its hits are not listed in these tables
West Nile virus CPE = West Nile virus antiviral activity, cell-based, CPE readout (AID 1621) | CPE inhibition, % at 10 µM, or IC50 in µM where a hit was titrated | 290,000 compounds, 0.02% hits | West Nile virus-infected cells, CPE inhibition; higher % means a stronger effect; in the data active = a potency from the dose series; note: strong numbers were not always called active
PMI inhibition = human PMI inhibitors, high substrate, primary screen, biochemical, fluorescence intensity, high mannose 6-phosphate (AID 1220). recombinant PMI enzyme, coupled fluorescence intensity; higher % means a stronger effect. 190,000 compounds, 0.66% hits. inhibition, % at 20 µM, or IC50 in µM where a hit was titrated. Mannose-6-phosphate isomerase (Homo sapiens)
RSV CPE inhibition = RSV antiviral activity via CPE protection, HEp-2 cells, primary 10 µM value included (AID 2391). HEp-2 cells, RSV-induced CPE inhibition; higher % means a stronger effect. CPE inhibition, % at 10 µM, or IC50 in µM where a hit was titrated. 310,000 compounds, 0.13% hits; in the data active = a potency from the dose series; note: strong numbers were not always called active
Insulin prom up cell count = recorded beside Insulin prom up, whose call it bears; cell count; measured here: cytotoxicity, nuclei count;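 total cells summed across four imaged fields per well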
An asterisk follows results filed as active; . = not tested or not shown. Cut-off read from the data, not from the text of the source, unless noted: active = inhibition above about 50%; inactive = the rest.

SMILES	Large T inhibition	CSM14.1 death rescue	PhoP inhibition	Insulin prom up	Insulin prom up cell count	human PMI inhibition	TNAP activation fold	West Nile virus CPE	PMI inhibition	RSV CPE inhibition
Cc1[nH]nc2c1C(c1cccc(OC(=O)N3CCOCC3)c1)C(C#N)=C(N)O2 (stereo not given)	7.0%	-0.5%	21.9%	-0.78	1268	-5.5%	0.9	-0.1%	3.5%	1.0%
CC(C)(C)C1=CC(=O)C(=O)C(C(C)(C)C)=C1	1.0%	-1.8%	16.8%	-0.69	1202	61.2%*	1	-1.4%	9.84µM*	3.4%
N#C/C(=N\Nc1ccc(Cl)cc1)C(N)=S	30.2%	.	1.4%	-0.52	985	.	.	-0.8%	.	13.0%
COc1cccc2cc(-c3cc(=O)oc4cc(C)c(OCC(C)=O)cc34)oc12	-4.0%	.	8.0%	.	.	.	.	1.1%	.	1.2%
CCOC(=O)N1CCN(c2nc(-c3cccs3)nc3ccccc23)CC1	4.5%	.	5.1%	.	.	.	.	0.4%	.	38.4%
Cc1nnc(C)n1/N=C/c1ccccc1	0.8%	-1.4%	-5.4%	-0.21	1593	0.6%	1.1	-0.3%	2.3%	0.0%
Cc1cc2oc(C(=O)Nc3ccc(S(=O)(=O)Nc4ncccn4)cc3)cc(=O)c2cc1Cl	10.3%	.	-7.5%	.	.	.	.	0.2%	.	-1.7%
CC(NC(=O)NNC(=O)c1ccncc1)(C(F)(F)F)C(F)(F)F	7.4%	-0.9%	-3.2%	0.62	1689	7.2%	1.2	0.2%	14.4%	-0.8%
CC1(C)CC(=O)C(C=Nc2cccnc2)=C(O)C1	5.2%	-1.6%	4.1%	1.3	1451	-13.0%	1.1	1.0%	-13.3%	-0.4%
CC(C)c1nnc(NC(=O)c2ccc(S(=O)(=O)N3CCOCC3)cc2)s1	3.3%	-1.9%	-9.0%	0.23	1494	18.3%	1.1	0.1%	14.5%	1.1%
CC(=O)CSc1ncnc2sc3c(c12)CCC(C)C3 (stereo not given)	10.0%	0.1%	-1.9%	-0.35	1481	9.1%	1.1	-1.0%	5.5%	-2.3%
CCCOC(=O)NC(CC)COC(=O)Nc1cccc(C)c1C (stereo not given)	0.7%	-0.2%	9.4%	-0.09	1351	-2.7%	1.1	-0.4%	-7.1%	-0.3%
CCc1cc(=O)n2[nH]c(C)c(-c3ccccc3OC)c2n1	16.2%	.	5.0%	-0.86	1592	1.1%	1	0.6%	1.7%	1.5%
CC1Nc2ccccc2C(=O)N1NC(=O)c1ccc(Br)cc1 (stereo not given)	7.3%	5.7%	-8.8%	1.56	1201	-52.3%	0.8	0.5%	-32.6%	1.5%
O=C1NC(=O)C2C1C(c1ccccc1)N1C3C(=O)NC(=O)C3C(c3ccccc3)N21 (stereo not given)	15.8%	-0.7%	0.5%	0.5	805	8.1%	1.1	-0.1%	1.2%	2.5%
Cc1ccccc1C(=O)N=c1c(C#N)cc2c(=O)n3cccc(C)c3nc2n1Cc1ccco1	10.0%	-0.3%	-12.0%	0.48	785	-15.5%	1.1	.	-34.9%	-0.8%
CCOc1ccc(N2CC(C(=O)NCCN3C(=O)S/C(=C\c4ccc(OC)c(OC)c4)C3=O)CC2=O)cc1 (stereo not given)	6.1%	-1.0%	-0.8%	-0.08	1344	-3.7%	1.1	0.2%	2.1%	2.5%
CN1C(=O)Cc2cc(S(=O)(=O)NCc3c(F)cccc3Cl)ccc21	3.6%	.	2.6%	.	.	.	.	-0.2%	.	2.6%
Cn1ncc2c(=O)n(/N=C/c3ccccc3)cnc21	-51.6%	-3.3%	16.0%	0.3	1236	-7.7%	1	-0.1%	-12.2%	1.2%
Cc1cc(C)c[n+](CC(=O)c2cc3ccccc3oc2=O)c1	19.7%	0.8%	2.2%	-0.9	1653	-3.3%	1	0.1%	-0.8%	0.9%
Cn1nc(C(=O)Nc2cccc(C(F)(F)F)c2)ccc1=O	3.1%	.	-7.3%	0.13	1233	0.1%	1.1	-0.1%	1.6%	2.4%
CC(=O)c1cc(F)c(N2CCN(CCC#N)CC2)cc1C	3.9%	0.4%	-9.2%	-0.15	1150	-1.7%	1.1	0.0%	-6.4%	3.3%
Cc1cc(SCc2ccc(Cl)cc2)nc(=O)[nH]1	5.1%	.	4.2%	.	.	.	.	0.2%	.	1.4%
Cc1ccc(-c2nnc(SCC(=O)N(C)C)nc2-c2ccc(C)cc2)cc1	9.3%	.	1.1%	.	.	.	.	-1.3%	.	4.1%
Cc1cc(SCC(=O)c2ccccc2)nc(C)n1	61.6%	-1.4%	6.5%	.	.	-2.4%	1.1	-0.1%	-5.7%	0.1%
Cc1ccc(NC(=O)CNCc2ccccc2Cl)cc1S(=O)(=O)N(C)C	8.2%	.	-4.4%	.	.	.	.	0.9%	.	10.3%
Cc1ccccc1NC(=O)c1cc(C(=O)c2cc(Cl)ccc2O)cn(-c2ccccc2C)c1=O	10.2%	0.3%	4.3%	-3.14	591	-0.8%	1.1	11.1%	9.3%	16.1%
CC(C)NC(=S)N/N=C1\CCCc2ccccc21	11.3%	-0.4%	-1.4%	-0.56	1191	-3.6%	1.1	-0.9%	-2.9%	3.6%
O=C(Cn1cncn1)c1ccc(Cl)cc1	23.4%	.	2.1%	.	.	.	.	-0.3%	.	0.7%
COc1cc(NS(=O)(=O)c2cc(C(=O)N3CCN(C(C)=O)CC3)ccc2OC)cc(OC)c1	2.7%	0.8%	-2.4%	0.1	1268	1.4%	1	-0.1%	2.0%	0.9%
CCOc1ccccc1/C=N/NC(=O)c1nnn(-c2nonc2N)c1CN1CCC(C)CC1	10.3%	.	-5.6%	.	.	.	.	0.9%	.	1.4%
COc1cc(C(C2C(=O)CC(C)(C)CC2=O)C2C(=O)CC(C)(C)CC2=O)cc(OC)c1OC	7.1%	.	2.0%	.	.	.	.	0.1%	.	0.7%
O=C(COCc1ccccc1)N[C@@H](Cc1ccc(O)cc1)C(=O)O	2.0%	0.6%	-14.4%	-0.61	1356	-4.6%	1.1	0.2%	-8.1%	-0.2%
CN(CC(=O)N1CCOCC1)S(=O)(=O)c1ccc2ccccc2c1	10.8%	.	0.5%	.	.	.	.	-0.3%	.	0.1%
Cc1cccc(N2CCN(C(=O)c3ccc(-n4cncn4)c([N+](=O)[O-])c3)CC2)c1C	4.8%	.	0.2%	.	.	.	.	-1.1%	.	9.2%
CC(C)(C)NC(=S)NC(=O)C12CC3CCC(CC(C3)C1)C2	2.5%	-1.2%	8.4%	-1.19	1545	10.5%	1.1	-0.8%	4.0%	21.6%
COc1ccc(-c2cc(-c3ccc(OC)cc3)nc(-c3ccc4c(c3)NC(=O)CO4)c2)cc1	0.8%	-0.5%	-2.0%	-0.38	696	2.8%	1	11.0%	-1.8%	0.3%
O=c1[nH]c(CN2CCN(C/C=C/c3ccccc3)CC2)nc2ccccc12	6.5%	.	-3.0%	-0.76	1209	14.0%	1	-0.7%	10.3%	1.1%
N=c1c(C(=O)NC2CCCC2)cc2c(=O)n3ccccc3nc2n1CCCN1CCOCC1	2.8%	.	4.5%	.	.	.	.	-0.4%	.	-0.8%
CCN(CC)S(=O)(=O)c1ccc2oc(Nc3ccc(OC)cc3)nc2c1	6.0%	.	-7.6%	.	.	.	.	-0.8%	.	4.5%
COc1ccc(OC)c(N(CC(=O)Nc2ccc(NC(C)=O)cc2)S(C)(=O)=O)c1	6.1%	-0.8%	-0.6%	0.18	1435	4.0%	1.1	0.1%	6.7%	0.0%
CC1CCCCC1NC(=O)/C(C#N)=C/C=C/c1ccccc1[N+](=O)[O-] (stereo not given)	9.6%	-0.7%	-0.4%	-0.61	1173	4.0%	1.1	1.9%	7.7%	-3.6%
COCCN(Cc1ccccc1)C(=O)c1cc(-c2ccc(OC)c(OC)c2)nc2ccccc12	12.4%	.	-5.0%	.	.	.	.	-0.3%	.	2.9%
CC(=O)N1CCC(N(CCN2CCOCC2)C(=S)Nc2cc(C)ccc2C)CC1	1.6%	-1.1%	14.8%	0.58	1416	19.3%	1.1	0.0%	8.4%	0.0%
Cc1ccc(S(=O)(=O)N(C)C)cc1NC(=O)c1cc(=O)c2ccccc2o1	3.8%	.	4.6%	.	.	.	.	-0.6%	.	2.3%
NC(=O)N/N=C/c1c(F)cccc1F	7.0%	4.1%	0.4%	0.35	1262	14.9%	1.2	0.4%	3.1%	15.0%
COc1cccc2c(=O)cc(C)n(CC(=O)Nc3cccc(C)c3)c12	0.2%	-0.3%	6.1%	-1.15	879	-2.3%	1	-0.4%	-4.3%	2.4%
O=c1cnnc(NCc2ccccc2)[nH]1	-3.2%	-0.6%	-6.0%	0.42	1248	18.3%	1.1	0.3%	-4.9%	1.8%
O=S(=O)(c1cccc(-c2cn3ccccc3n2)c1)N1CCCC1	6.7%	.	-2.9%	.	.	.	.	0.3%	.	8.4%
CC(=O)C1=C(O)C(=O)N(CCC(=O)O)C1c1ccccc1Cl (stereo not given)	7.5%	-1.1%	-5.3%	.	.	-6.4%	1.2	0.1%	-11.8%	.

Filtered by structure: those above with a furan ring, fused or not
SMILES	Large T inhibition	CSM14.1 death rescue	PhoP inhibition	Insulin prom up	Insulin prom up cell count	human PMI inhibition	TNAP activation fold	West Nile virus CPE	PMI inhibition	RSV CPE inhibition
COc1cccc2cc(-c3cc(=O)oc4cc(C)c(OCC(C)=O)cc34)oc12	-4.0%	.	8.0%	.	.	.	.	1.1%	.	1.2%
Cc1ccccc1C(=O)N=c1c(C#N)cc2c(=O)n3cccc(C)c3nc2n1Cc1ccco1	10.0%	-0.3%	-12.0%	0.48	785	-15.5%	1.1	.	-34.9%	-0.8%

Marked active in human PMI inhibition, among the entries above:
mol	Large T inhibition	PhoP inhibition	human PMI inhibition	TNAP activation fold	West Nile virus CPE	PMI inhibition	RSV CPE inhibition
CC(C)(C)C1=CC(=O)C(=O)C(C(C)(C)C)=C1	1.0%	16.8%	61.2%*	1	-1.4%	9.84µM*	3.4%

Going on with the list.
SMILES	Large T inhibition	CSM14.1 death rescue	PhoP inhibition	Insulin prom up	Insulin prom up cell count	human PMI inhibition	TNAP activation fold	West Nile virus CPE	PMI inhibition	RSV CPE inhibition
c1ccc(Oc2c3ccccc3nc3ccccc23)cc1	4.0%	.	4.9%	-1.26	1020	.	.	0.1%	.	3.4%
Cc1cc(C)n(CC(=O)O)c(=O)c1[N+](=O)[O-]	-1.4%	-1.5%	-1.3%	0.57	1153	-19.1%	1.1	0.1%	6.0%	2.3%
Cc1cccc2c(C(=O)n3cccn3)cc(-c3ccccc3Cl)nc12	2.6%	-2.0%	-1.7%	0.13	1163	6.8%	1	-0.4%	-2.7%	1.0%
Cc1nnc(NC(=O)c2ccc(-c3ccc([N+](=O)[O-])cc3)o2)s1	9.8%	.	0.6%	.	.	.	.	-1.2%	.	1.1%
COc1ccc(-c2c(C)[nH]n3c(=O)c(Cc4ccccc4)c(C)nc23)cc1OC	19.1%	3.1%	-4.2%	-0.96	1422	-2.5%	1.2	-0.1%	18.5%	-0.4%
CC1(C)Cc2c(C#N)c(SCC(=O)c3ccccc3)nc(N3CCOCC3)c2CS1	-1.6%	.	-12.0%	-3.04	971	-15.0%	1.1	1.1%	-35.7%	5.7%
Cc1[nH]c2ccccc2c1C(=O)CN1CCN(c2ccc(Cl)cc2)CC1	6.2%	.	22.3%	.	.	.	.	-0.9%	.	3.3%

Screens deposited in PubChem BioAssay by several laboratories.
